D1 antag: Antagonist of Human D 1 Dopamine Receptor: qHTS | activity change, negative = inhibition, % at 10 µM | HEK293 TREx D1 cells, calcium flux, dopamine EC80; stronger effect = lower value | D(1A) dopamine receptor (Homo sapiens), P21728 | 360,000 tested, 3.2% active; in the data active = activity change below about -30%; also: % is scaled to controls: 0 for no effect and ±100 for the full control effect
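Antagonism measured as reduced calcium response to an EC80 dopamine addition following 180 s compound pre-read; cells were inducible HEK293 Trex D1 plated overnight at 30 C, read kinetically at 1 cycle/sec.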
TRHR enhancer: qHTS for Small Molecule Agonists and Allosteric Enhancers of Human TRH Receptor: Primary Screen for Enhancers; Thyrotropin-releasing hormone receptor (Homo sapiens), P34981; TRHR cells, fluo-8 calcium fluorescence, EC20 TRH enhancement; enhancement, % at 2 µM; 360,000 tested, 0.66% active; AID 493056, 2011; in the data active = enhancement above about 30%; also: 0% is about no effect
Target sequence (P34981 whole entry, looked up): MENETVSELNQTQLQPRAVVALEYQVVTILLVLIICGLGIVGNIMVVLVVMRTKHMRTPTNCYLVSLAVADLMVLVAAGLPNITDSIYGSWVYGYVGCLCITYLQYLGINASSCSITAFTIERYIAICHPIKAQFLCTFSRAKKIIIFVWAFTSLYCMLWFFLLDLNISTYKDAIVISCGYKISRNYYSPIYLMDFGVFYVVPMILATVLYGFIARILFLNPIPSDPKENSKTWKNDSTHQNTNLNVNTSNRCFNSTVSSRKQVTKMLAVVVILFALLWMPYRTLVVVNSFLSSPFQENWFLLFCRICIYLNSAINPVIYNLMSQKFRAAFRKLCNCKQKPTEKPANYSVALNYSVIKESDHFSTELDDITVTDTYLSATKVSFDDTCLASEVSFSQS
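TRHR-expressing cells loaded with fluo-8 calcium dye were read kinetically (ex 480/em 530) during compound addition, then stimulated with an EC20 of TRH (10 nM final). Enhancement of the Gq-mediated intracellular calcium response was scored.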
D2 antag: HTS Assay for Allosteric Antagonists of the Human D2 Dopamine Receptor: Primary Screen for Antagonists; inhibition, % at 10 µM; HEK293 TREx D2 cells, calcium flux, dopamine EC80; 340,000 tested, 2% active; D(2) dopamine receptor (Homo sapiens), P14416; in the data active = inhibition above about 30%; also: 0% is about no effect
Target sequence (P14416 whole entry, looked up): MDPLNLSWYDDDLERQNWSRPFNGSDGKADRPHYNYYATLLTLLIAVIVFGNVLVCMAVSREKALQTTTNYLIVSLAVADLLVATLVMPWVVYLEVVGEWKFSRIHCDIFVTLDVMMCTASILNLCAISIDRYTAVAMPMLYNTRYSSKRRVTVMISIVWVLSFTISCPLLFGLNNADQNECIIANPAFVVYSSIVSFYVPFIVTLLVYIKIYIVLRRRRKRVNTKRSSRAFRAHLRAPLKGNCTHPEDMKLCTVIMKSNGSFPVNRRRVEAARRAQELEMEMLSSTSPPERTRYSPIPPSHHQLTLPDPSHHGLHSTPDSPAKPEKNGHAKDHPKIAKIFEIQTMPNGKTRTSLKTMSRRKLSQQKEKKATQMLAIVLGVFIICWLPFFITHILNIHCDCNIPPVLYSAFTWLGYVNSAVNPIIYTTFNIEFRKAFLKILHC
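Cells plated overnight at 30 C with tetracycline; no-wash calcium dye, 30–90 min RT; 10 s baseline; compound pinned; 180 s read; EC80 dopamine added; another 180 s read.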
D2 PAM: HTS Assay for Positive Allosteric Modulators of the Human D2 Dopamine Receptor: Primary Screen for Potentiators. HEK293 T-REx D2, calcium flux, EC20 dopamine potentiation. AID 485347, 2010. potentiation, % at 10 µM. 340,000 tested, 0.34% active;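 active = potentiation over 3 SD above the plate norm, cut at about 30% in these data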; also: 0% is about no effect
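Cells plated with tetracycline inducer and held overnight at 30 C; calcium dye loaded 30–90 min at room temperature; baseline taken, compound added and read 180 s; EC20 dopamine then added and read 180 s.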
D1 agonist: Allosteric Agonists of the Human D1 Dopamine Receptor: qHTS; HEK293 T-REx D1 cells, calcium flux, agonist mode; 360,000 tested, 1% active; activation, % at 2 µM; also: 0% is about no effect
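Tetracycline-induced HEK293 TREx D1 cells, force-coupled to calcium signalling, were dye-loaded with a no-wash calcium kit. Compound was pin-added after a 10 s baseline. Fluorescence was read kinetically at 1 cycle/s for 180 s, with calcium rises flagged as agonism.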
D2 agonist: HTS Assay for Allosteric Agonists of the Human D2 Dopamine Receptor: Primary Screen for Agonists; D(2) dopamine receptor (Homo sapiens), P14416; HEK293 T-REx D2 cells, calcium flux agonist mode; activation, % at 2 µM; 340,000 tested, 0.53% active;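 active = activation over 3 SD above normal in the single-dose calcium agonist read, cut at about 30% in these data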; also: 0% is about no effect
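Agonism is scored from calcium flux in a force-coupled, inducible HEK293 cell line expressing D2, read kinetically for 180 s after compound addition against dopamine controls.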
RXFP1 antag: qHTS Assay for Antagonists of the Relaxin Receptor RXFP1; Relaxin receptor 1 (Homo sapiens), Q9HBX9; HEK293-RXFP1, relaxin-stimulated cAMP HTRF, 30 min; stronger effect = lower value; activity change, negative = inhibition, % at 57.5 µM; 350,000 tested, 0.59% active; AID 1259400, 2018;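 active = activity change of -60% or lower, but not beyond a set lower limit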; also: % is scaled to controls: 0 for no effect and ±100 for the full control effect
TRHR ag: qHTS for Small Molecule Agonists and Allosteric Enhancers of Human TRH Receptor: Primary Screen for Agonists; Thyrotropin-releasing hormone receptor (Homo sapiens), P34981; TRHR cells, calcium flux fluo-8, FDSS agonist mode; activation, % at 2 µM; 360,000 tested, 0.18% active; also: 0% is about no effect
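Steps: seed TRHR cells overnight; add fluo-8 no-wash Ca dye, RT 30 min–1.5 h; record 10 s baseline; pin-transfer compounds; monitor fluorescence 1 cycle/s for the agonist window. Calcium increases flag candidate agonists.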
D1 PAM: Potentiators of Human D1 Dopamine Receptor: qHTS; D(1A) dopamine receptor (Homo sapiens), P21728; HEK293 TREx D1 cells, calcium flux, dopamine EC20 potentiation; potentiation, % at 10 µM; 360,000 tested, 0.036% active; AID 504651, 2011; in the data active = potentiation above about 30%; also: 0% is about no effect
* marks the source's active call; other numbers are inactive results; · = no result given. Rule as the data show it, unless noted: active = activation above about 30%; inactive = the rest.

SMILES	D1 antag	TRHR enhancer	D2 antag	D2 PAM	D1 agonist	D2 agonist	RXFP1 antag	TRHR ag	D1 PAM
CCC(=O)N=C1SC2CS(=O)(=O)CC2N1c1cccc(OC)c1 (stereo not drawn)	14	-1	5	13	1	0.3	-5	-2.4	2
C/C(=N\Nc1ccc([N+](=O)[O-])cc1[N+](=O)[O-])c1cc2c(ccc3ccccc32)oc1=O	-5	-4	4	-1	3	0.4	·	2.2	-4
Cc1ccccc1Nc1nc(N)nc(COC(=O)/C=C/c2ccco2)n1	8	2	-22	-2	3	1.4	-3	-0.4	-5
COc1cccc(/C=N/NC(=O)CN2CC(c3ccccc3)CC2=O)c1O (stereo not drawn)	-7	7	-6	-6	2	1.0	-4	1.9	2
CCOC(=O)N1CCN(C(=O)CSc2ccc(-c3ccccc3OC)nn2)CC1	-10	-3	1	1	1	-2.7	-13	-0.4	-5
CCn1c2ccccc2c2cc(NC(=O)c3ccccc3[N+](=O)[O-])ccc21	-3	4	-4	0	3	-0.6	-6	0.0	-6
CCn1c(SCC(=O)NCc2ccccc2)nnc1-c1cccnc1	-3	6	6	8	1	0.3	-2	-0.1	4
CN(Cc1cnccn1)C(=O)C1CCC(=O)N(CCc2ccc(Cl)cc2)C1 (stereo not drawn)	-8	-1	9	-1	2	-0.2	3	0.3	-1
CN(C)CC(O)COc1cc2ccccc2cc1C(=O)N1CCCCC1 (stereo not drawn)	-1	-2	7	-5	1	0.8	-12	2.1	-1
CN1CCN(c2ccc(NC(=O)c3ccc(-c4ccccc4F)o3)cc2)CC1	-96*	9	-1	1	5	-0.4	1	0.6	-19
O=C(c1ccccc1F)N1CCOCC1	5	1	-13	9	4	0.1	12	2.0	-4
CCOC(=O)C1CCN(C(=S)Nc2cc(OC)c(OC)cc2C(=O)OC)CC1	2	1	-2	6	2	-0.1	-1	0.4	0
O=C(Cc1ccc(Br)cc1)N1CCCC1	17	2	-3	-6	5	0.7	6	0.0	2
CCc1ccc(C(=O)NNC(=O)c2c(CC)noc2C)cc1	5	1	5	7	3	0.0	23	0.3	-4
Cc1ccc(NC2=C(Cl)C(=O)N(C3CCCCC3)C2=O)cc1	10	12	-1	6	2	1.3	-2	-0.3	2
Cc1cccc(NC(=O)c2ccc(C)c(S(=O)(=O)N3CCCCC3)c2)n1	-1	0	3	1	0	-0.3	-15	-0.1	-5
CN(Cc1ccc(Cl)cc1)C(=O)c1cc(S(=O)(=O)N2CCOCC2)ccc1N1CCCC1	-2	-11	16	-13	14	0.7	-10	-0.4	0
COc1cccc(-c2cc(C(=O)Nc3c(C)n(C)n(-c4ccccc4)c3=O)no2)c1	3	6	-13	4	-3	-0.8	-3	-0.5	-9
N#CC1(P(=O)(c2ccccc2)c2ccccc2)CC1	-10	-5	-11	0	1	-0.2	9	0.3	2
C=CCNC(=S)N/N=C/c1ccc(OCc2ccccc2Cl)cc1	-10	-3	-3	12	5	0.1	-5	-0.2	0
O=C(Nc1cccc(/C=C/c2ccccn2)c1)c1cc(Cl)ccn1	6	-1	4	-5	-2	-0.7	-19	-0.5	-1
CCOc1ccc(-c2nc3c(C#N)c[nH]n3c2NC2CCCCC2)cc1	4	-6	·	2	-1	·	-13	0.1	-1
CCOc1ccc(/C=N/NC(=O)c2ccccc2Cl)cc1CN1CC2CC(C1)c1cccc(=O)n1C2 (stereo not drawn)	·	0	-12	5	-2	-1.6	·	-1.5	-1
Oc1ccc(/C=N/N=C(c2ccccc2)c2ccccc2)c(O)c1O	1	-3	-5	9	1	-0.7	-6	-1.7	6
CCc1c(C)nc2cc(-c3ccc(Cl)cc3)[nH]n2c1=O	4	3	2	-1	0	0.9	·	-0.1	3
CC(=O)N1CCc2c(sc3c2c(=O)n(-c2cccc(Cl)c2)c(=O)n3Cc2ccc(F)cc2Cl)C1	15	-6	·	-6	3	-0.1	-7	-0.2	-3
COc1ccc(N2CCN(C(=O)CCS(=O)(=O)c3ccc(OC)cc3)CC2)cc1	-28	0	-10	32*	0	0.1	-8	0.1	-5
CN1C(C(=O)NCc2ccco2)CC2Cn3c(nc4cc(Cl)c(Cl)cc43)C21 (stereo not drawn)	-3	4	-12	3	3	1.6	·	-0.9	-6
COc1cc(NC2c3ccccc3C(=O)N2Cc2ccccc2Cl)cc(OC)c1OC (stereo not drawn)	-6	2	-8	10	1	-0.2	11	-0.1	-7
Cc1cc(C)nc(N2CCCC(C(=O)NCCc3cccc(F)c3)C2)n1 (stereo not drawn)	3	-7	·	·	3	·	-20	-1.2	-3
Oc1c(C(c2cccs2)N2CCN(c3ccccc3)CC2)ccc2cccnc12 (stereo not drawn)	-10	2	8	-15	1	0.5	·	0.3	-5
COc1cc(OC)c(NC(=O)c2c3c(nc4ccccc24)C(=O)N(C2CCCCC2)C3)cc1Cl	22	7	·	-6	0	·	-30	0.2	-3
COc1ccc(/C=N/n2nnnc2N)c(OC)c1	-6	-4	17	-18	2	0.3	5	-0.7	-7
COc1ccccc1C(=O)Nc1nc2nc(C)c(Cc3ccccc3)c(=O)n2[nH]1	6	1	·	0	0	0.4	-23	2.7	-1
CCc1c(C)nc(N)n2c(SCC(=O)Nc3ccccc3)nnc12	-23	0	-33	-3	2	-0.7	1	-0.3	-4
CCOC(=O)Oc1ccc2oc(=O)cc(C)c2c1	10	1	-30	-9	0	0.4	-8	0.0	-6
COc1cc2c(C(=O)NCCCN3CCN(c4cccc(Cl)c4)CC3)cn(C)c(=O)c2cc1OC	10	3	-7	-26	-1	4.4	0	1.0	-5
Cc1nnc(SCC(=O)Nc2ccc3[nH]c(=O)[nH]c3c2)s1	12	0	-1	-4	0	0.4	-1	0.1	-7
c1cncc(-c2nn3c(Cn4cnc5ccccc54)nnc3s2)c1	5	-4	-19	8	-3	-1.3	-9	-2.3	3
Cc1ccc(NC(=O)c2cccs2)cc1NC(=O)c1cccc(F)c1	-1	-6	·	·	-3	·	-2	-0.6	2
COC(=O)C1=C(C)N(Cc2ccco2)C(=O)N[C@H]1c1cccc(C(F)(F)F)c1	-4	-6	-23	-3	9	-0.4	·	1.9	-9
Cc1c(C(=O)O)oc2ccc(S(=O)(=O)N3CCCCC3C(=O)O)cc12 (stereo not drawn)	-22	1	·	·	2	·	·	0.2	·
CCOC(=O)c1[nH]c(C)c(C(=O)OCC(=O)N2CCc3ccccc32)c1C	1	-4	6	-8	3	-0.8	8	-0.3	-2
O=C1c2ccccc2C(=O)C1(c1ccccc1)N1CCN(c2cccc(C(F)(F)F)c2)CC1	-14	-1	·	-9	4	-0.2	-14	0.7	0
CC(=O)NCCc1nc2cc(NC(=O)COc3ccc(C)cc3)ccc2n1C	-11	3	-2	27	2	4.8	-6	0.8	1
CCc1ccc(OCC(=O)NC(=S)Nc2cccc(CO)c2)c(Br)c1	15	0	14	9	0	-0.8	-9	-0.1	-3
CCCC12CN3CC(CCC)(CN(C1)C3c1ccc(OCc3ccccc3)cc1)C2=O (stereo not drawn)	1	3	·	3	-1	-0.2	-7	1.0	3
O=C(NC1CCCC1)C(c1ccncc1)N(Cc1cccs1)C(=O)c1csnn1 (stereo not drawn)	0	2	36*	3	3	-0.7	9	-1.4	3
CN(C)S(=O)(=O)c1cc(NC(=O)COC(=O)Cc2cccc3ccccc23)ccc1Cl	2	-9	12	-1	4	-1.0	-7	1.1	-1
CC(=O)c1c(C)[nH]c(C(=O)O)c1C	-18	4	-1	2	5	0.6	6	1.2	-3
CC(C)(C)CC(C)(C)NCC(O)COCCOc1ccc(Br)cc1 (stereo not drawn)	-7	17	-4	-10	171*	14	-90*	7.9	-5
COC(=O)c1sccc1NC(=O)Nc1cccc(C)c1C	6	-3	-9	0	4	-1.1	-1	0.1	7
CC1CCCC(NC(=O)c2cccc(S(=O)(=O)NCc3ccccc3)c2)C1C (stereo not drawn)	25	-2	-2	5	-1	-1.1	3	0.5	·
COc1ccc2cc(C(C)C(=O)OC(C)C)ccc2c1 (stereo not drawn)	-37*	-3	·	5	1	·	·	-0.4	0
Cc1ccc(Cl)cc1N1CCN(c2ncnc3c2nc2n3CCCCC2)CC1	-7	-6	·	-16	1	-0.5	·	-0.1	10
Cc1ccc(S(=O)(=O)N2CCOCC2)cc1C(=O)OCCOc1cccc(Cl)c1	-15	10	-13	10	31*	-0.7	-10	-0.5	2
COC(=O)CC(c1ccccc1F)N1Cc2ccccc2C1=O (stereo not drawn)	-12	1	-6	6	1	1.6	10	0.3	4
CCC(NC(=O)C1C2C=CC(C2)C1C(=O)O)c1ccc(C)cc1 (stereo not drawn)	-2	13	10	1	2	-1.2	-9	-0.3	-1
CN(C)c1cccc(C(=O)NNC(=S)NC2CC3CCC2C3)c1 (stereo not drawn)	-3	-9	-10	-1	1	-0.3	1	0.8	1
COc1cc2oc(=O)cc(C)c2c(OC)c1OC	22	2	12	-10	1	0.7	13	0.0	-4
CN1C(=O)C2(Oc3ccccc3C3CC(c4ccccc4)=NN32)c2ccccc21 (stereo not drawn)	-10	-5	25	-1	5	3.6	-14	0.6	0

Part of the list above in order of number of heavy atoms, rising:
SMILES	D1 antag	TRHR enhancer	D2 antag	D2 PAM	D1 agonist	D2 agonist	RXFP1 antag	TRHR ag	D1 PAM
CC(=O)c1c(C)[nH]c(C(=O)O)c1C	-18	4	-1	2	5	0.6	6	1.2	-3
COc1cc2oc(=O)cc(C)c2c(OC)c1OC	22	2	12	-10	1	0.7	13	0.0	-4
COc1ccc2cc(C(C)C(=O)OC(C)C)ccc2c1 (stereo not drawn)	-37*	-3	·	5	1	·	·	-0.4	0
COC(=O)CC(c1ccccc1F)N1Cc2ccccc2C1=O (stereo not drawn)	-12	1	-6	6	1	1.6	10	0.3	4
O=C(NC1CCCC1)C(c1ccncc1)N(Cc1cccs1)C(=O)c1csnn1 (stereo not drawn)	0	2	36*	3	3	-0.7	9	-1.4	3

Structural class, the compounds so far with a nitro group on carbon (2)
SMILES	D1 antag	TRHR enhancer	D2 antag	D2 PAM	D1 agonist	D2 agonist	RXFP1 antag	TRHR ag	D1 PAM
C/C(=N\Nc1ccc([N+](=O)[O-])cc1[N+](=O)[O-])c1cc2c(ccc3ccccc32)oc1=O	-5	-4	4	-1	3	0.4	·	2.2	-4
CCn1c2ccccc2c2cc(NC(=O)c3ccccc3[N+](=O)[O-])ccc21	-3	4	-4	0	3	-0.6	-6	0.0	-6

From PubChem

Compounds as they come, and some 7.3% of all compounds hit somewhere here.
